# SUMO1-SIM PPI: SUMO1-SIM interaction modulation | P63165 | SUMO1 binding to a labelled peptide, TR-FRET, 1 h | inhibition, % at 20 µM | hit rate 0.33% among 360,000 | AID 602429; in the data active means inhibition above about 37%
# Target sequence (P63165 whole entry, looked up): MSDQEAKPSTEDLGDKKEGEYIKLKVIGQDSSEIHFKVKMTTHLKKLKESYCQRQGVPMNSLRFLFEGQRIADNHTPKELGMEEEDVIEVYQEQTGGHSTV
# DNMT1 inh: DNMT1 (human) enzyme inhibition | AID 588458 | inhibition (reported as % activation of signal), % at 10 µM | hit rate 0.83% among 360,000 | DNMT1 molecular beacon, Hinp1I cleavage, fluorescence | P26358; in the data active means inhibition above about 50%
# LMPTP block: blocks human LMPTP phosphatase. P24666. recombinant LMPTP-A, OMFP fluorogenic substrate, fluorescence intensity. inhibition, % at 20 µM. hit rate 0.22% among 360,000;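 active means compounds that cut the enzyme signal by at least half of the control window in the single-dose screen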;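 further: plate controls were DMSO wells with enzyme plus substrate for no effect and substrate without enzyme for full effect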
# Target sequence (P24666 whole entry, looked up): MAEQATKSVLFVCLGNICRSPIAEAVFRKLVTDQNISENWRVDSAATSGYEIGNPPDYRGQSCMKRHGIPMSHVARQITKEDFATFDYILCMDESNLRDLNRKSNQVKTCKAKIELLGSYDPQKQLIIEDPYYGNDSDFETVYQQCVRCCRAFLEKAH
#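 Test system – LMPTP-A enzyme · Amount – LMPTP-A at 0.625 nM final in the reaction · Buffer or medium – Bis-Tris pH 6.0, DTT, detergent · Reagent – OMFP 400 µM · Doses – single 20 µM dose · Schedule – reaction 50 min, room temperature, dark · Detection – fluorescence intensity of OMFP turnover product · Evaluation – percent inhibition versus substrate-only and uninhibited controls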
# MT1-MMP act inh: blocks activation of human MT1-MMP. P50281. HT1080 RFP-PRO-GFP cells, GFP/RFP ratio fluorescence, overnight; percent of plate control window, DMSO zero. GFP/RFP ratio change, % at 20 µM. hit rate 0.061% among 360,000. AID 651647;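 active means GFP/RFP ratio change of at least 30% with cell ATP level not reduced by more than half and red fluorescence within 50% of control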; further: strong numbers were not always called active
#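 Assay system: HT1080 RFP-PRO-GFP cells | Dosing: 20 µM single dose, 1% DMSO | Incubation: Cells overnight before dosing, compound overnight, 37 °C, 5% CO2 | Evaluation: GFP/RFP fluorescence ratio | Control set: DMSO-only wells and HT1080 RFP-L50D-GFP cell wells as references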
# Scp-1 inhibitor: Scp-1 (human) phosphatase inhibition. Q9GZU7. Recombinant Scp1, phosphopeptide, malachite green phosphate absorbance. inhibition, % at 20 µM. hit rate 0.88% among 340,000. AID 493091;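 active means inhibition above about 50% at 20 µM, limit read from the data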;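 further: plate controls were DMSO wells with enzyme for no effect and wells lacking enzyme for full effect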
# Target sequence (Q9GZU7 76-261 limits assumed): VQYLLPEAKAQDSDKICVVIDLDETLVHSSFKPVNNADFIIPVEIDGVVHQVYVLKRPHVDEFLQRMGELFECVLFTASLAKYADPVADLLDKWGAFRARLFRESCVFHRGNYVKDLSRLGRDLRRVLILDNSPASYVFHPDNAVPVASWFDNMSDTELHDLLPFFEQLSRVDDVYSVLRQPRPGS
#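 Test system – truncated SCP-1 phosphatase (76-261aa) · Reagent – Phosphorylated 17-residue peptide substrate · Incubation – 45 min room-temperature reaction, 5 min colour, 30 min stabiliser · Detection – colorimetric phosphate reagent with accelerator and stabiliser, absorbance at 630 nm · Measure – % inhibition at 20 µM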
# Rpn11 inh: Rpn11 (human) deubiquitinase inhibition; O00487; hit rate 0.59% among 360,000; calls only at 20 µM; human 26S proteasome, Ub4-pepOG fluorescence polarization; 20S core pre-blocked with epoxomicin;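 active means inhibition at 20 µM, scaled to each plate's controls, above about 33%, limit read from the data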
# Target sequence (O00487 whole entry, looked up): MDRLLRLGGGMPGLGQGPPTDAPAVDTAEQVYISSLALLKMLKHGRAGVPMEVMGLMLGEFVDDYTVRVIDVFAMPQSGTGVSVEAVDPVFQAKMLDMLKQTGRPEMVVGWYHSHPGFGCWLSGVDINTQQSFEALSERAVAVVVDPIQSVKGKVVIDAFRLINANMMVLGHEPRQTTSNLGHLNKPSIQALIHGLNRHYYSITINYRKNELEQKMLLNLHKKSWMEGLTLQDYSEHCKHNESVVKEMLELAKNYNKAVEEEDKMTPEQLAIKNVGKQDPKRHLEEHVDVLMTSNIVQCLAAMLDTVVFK
# NRP1-CendR mod: alters CendR peptide binding to human NRP-1 | FAM-RPARPAR peptide binding to NRP-1, fluorescence polarization | inhibition, % at 25 µM | hit rate 0.85% among 360,000 | AID 602438;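 active means inhibition or corrected inhibition above about 18%, plus a signal ratio from 0.5 to 1.5, limit read from the data, passing the limit was not always enough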; further: strong numbers were not always called active
# STEP block: STEP (human) phosphatase inhibition; recombinant STEP, OMFP fluorogenic substrate, fluorescence; inhibition, % at 20 µM; hit rate 0.25% among 360,000; AID 588621;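 active means inhibition at 20 µM, scaled per plate between control wells, above about 37%, limit read from the data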;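 further: 0% = DMSO with enzyme and substrate and 100% = substrate only without enzyme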
#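 System: STEP phosphatase, cell-free reaction; Buffer or medium: Bis-Tris pH 6.0 buffer with DTT, detergent; Incubation: 20 min at room temperature, dark; Measured by: fluorescence, 480/540 nm.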
# NadD block: blocks S. aureus nicotinate mononucleotide adenylyltransferase; purified NadD enzyme, colorimetric absorbance read-out; inhibition, % at 20 µM; hit rate 0.78% among 360,000; in the data active means inhibition above about 26%; further: some compounds past the cut are filed as inactive
# SKN-1 block: inhibitors of C. elegans SKN-1; C. elegans VP596 Pgst-4::GFP/RFP ratio, acrylamide-induced, 24 h; inhibition, % at 21.8 µM; hit rate 0.49% among 360,000; AID 624304;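 active means interference check ratio from 0.5 to 1.5 plus GFP to RFP signal ratio inhibition reaching or exceeding a fixed threshold, cut at about 30% in these data, passing the limit was not always enough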; further: some compounds called inactive have numbers as strong as hits
# Active calls of the source: *; i = inactive; . = not tested or not shown; + = active, no number.
# Order of values – SUMO1-SIM PPI	DNMT1 inh	LMPTP block	MT1-MMP act inh	Scp-1 inhibitor	Rpn11 inh	NRP1-CendR mod	STEP block	NadD block	SKN-1 block
1. CCOC(=O)Cn1c(=NC(=O)c2cc(-c3cccs3)nc3ccccc23)sc2cc(S(N)(=O)=O)ccc21
→ -3	12	1.5	-17	13	+	-52	0	56*	11
2. O=C(COc1ccccc1Cl)Nc1cc(Cl)ccc1O
→ 1	12	-1.6	1	-9	i	-30	-2	0	4
3. CC1CCCCC12NC(=O)N(CC(=O)c1ccc[nH]1)C2=O (configuration not stated)
→ 2	-6	3.5	-7	3	i	-31	-1	7	4
4. Cc1ccccc1Cc1c(C)nc2c(C(=O)N3CCN(Cc4ccc5c(c4)OCO5)CC3)cnn2c1C
→ 1	-2	1.7	8	-2	i	-3	1	5	8
5. CCCC(=O)Nc1nc2ccc(S(=O)(=O)N3CCCCC3)cc2s1
→ 2	3	-0.9	0	-13	i	-7	1	2	5
6. O=c1[nH]c(Cc2ccc(F)cc2)nc2scc(-c3ccc(F)cc3)c12
→ -13	-7	1.0	-5	-4	i	6	3	0	-32
7. CCOC(=O)c1[nH]c2ccc(OC)cc2c1NC(=S)N1CCN(c2ccccc2)CC1
→ -1	-2	-0.3	2	-3	i	-7	0	5	8
8. Cc1cccc(-c2nnc3n2N=C(c2ccccc2Br)CS3)c1
→ 7	-6	0.4	-9	12	i	-12	0	3	-11
9. O=C(/C=C/c1ccccc1)NC(=S)N1CCSCC1
→ 3	-2	-1.4	-2	-8	i	2	1	-4	-2
10. COC(=O)c1ccc(CNC(=O)CN2C(=O)NC(Cc3ccccc3)(c3ccccc3)C2=O)cc1 (configuration not stated)
→ -2	-2	-0.7	6	.	i	15	0	-7	7
11. COc1ccc(OC)c(S(=O)(=O)N2CCC(C(=O)N3CCc4ccccc4C3)CC2)c1
→ 1	-3	2.1	-2	-6	i	-6	0	-4	-14
12. Nc1c(-c2ccccn2)cnn1-c1nc(-c2ccc(F)cc2)cs1
→ 4	7	-0.3	-5	3	i	-6	1	0	33
13. Nc1ccc2oc3ccccc3c2c1
→ -1	-22	-0.4	-1	-1	i	0	-1	-3	3
14. CC(C)(C)c1ccc(C(=O)Nc2cccc(C(=O)N3CCOCC3)c2)cc1
→ 1	0	-2.0	6	-2	i	7	1	-3	-7
15. Cc1ccccc1C(=O)NNC1CC(=O)N(c2ccc3c(c2)OCCO3)C1=O (configuration not stated)
→ 0	-2	-1.5	4	-6	i	-1	2	-1	10

# Further compounds.
# Order of values – SUMO1-SIM PPI	DNMT1 inh	LMPTP block	MT1-MMP act inh	Scp-1 inhibitor	Rpn11 inh	NRP1-CendR mod	STEP block	NadD block	SKN-1 block
16. O=C(CN1CCN(c2cccc(C(F)(F)F)c2)CC1)NCc1ccccc1
→ -2	2	-0.5	-1	2	i	12	0	-3	-13
17. Nc1cc(=O)nc(SCC(=O)Nc2ccccc2)n1-c1ccccc1
→ 2	0	-1.7	-2	-10	i	18	1	-3	0
18. CCOC(=O)C1=C(COC(=O)CNC(=O)c2ccc(C(C)(C)C)cc2)NC(=O)NC1C (configuration not stated)
→ 0	1	-0.9	-2	0	i	-3	-3	-6	0
19. O=C(O)CCCn1cc(NC(=O)c2ccc(Br)o2)cn1
→ 1	-1	-0.4	-1	-5	i	-9	0	6	11
20. COc1ccccc1N1CCN(c2ccc3cc(S(=O)(=O)N4CCCCC4)ccc3n2)CC1
→ -35	-2	2.9	-2	1	i	-4	-1	21	4
21. COc1ccc(CCNc2cc(N3CCN(C(=O)c4ccccc4F)CC3)ccc2[N+](=O)[O-])cc1OC
→ -12	-7	1.5	-1	-17	i	-3	3	2	13
22. CN1CCN(S(=O)(=O)c2ccc(Cl)c3ccccc23)CC1
→ -9	0	-1.7	1	-1	i	14	-1	-3	7
23. CCC(CO)Oc1cc(NC(=O)c2ccc([N+](=O)[O-])cc2)c2ncn(C(C)C)c2c1 (configuration not stated)
→ -18	-14	-1.8	-1	-11	i	4	0	3	-4
24. CCc1ccc(N(C(C)=O)c2nc(CCl)cs2)cc1
→ 0	2	-0.6	2	1	i	-10	-3	-7	1
25. CCOC(=O)CCc1c(C)c(C#N)c2[nH]c3ccccc3n2c1=O
→ 3	-3	0.0	4	-5	i	2	2	-4	-1
26. COc1ccc(C2=NS(=O)(=O)N(C)C(C(=O)Nc3cc(OC)c(OC)c(OC)c3)=C2)cc1
→ -22	-6	0.6	3	-8	i	-10	0	-5	23
27. CC(NS(=O)(=O)c1ccccc1)C1CC2CCC1C2 (configuration not stated)
→ 6	4	-0.1	-1	-3	i	-10	-6	-5	-16
28. CCOc1ccccc1C1N(c2ccc(F)cc2)C(=O)C2CCCN21 (configuration not stated)
→ 4	0	0.2	-1	-7	i	6	-2	0	18
29. CSc1nncc(-c2ccc(F)cc2)n1
→ -15	7	-2.2	3	-2	i	-3	-3	-2	22
30. COc1ccc(COC(=O)NNC(=O)c2ccc(OC)cc2)cc1
→ 6	2	-0.3	2	2	i	1	0	-6	5

# Entries 29–30, quoted:
# Order of values – SUMO1-SIM PPI	DNMT1 inh	LMPTP block	MT1-MMP act inh	Scp-1 inhibitor	Rpn11 inh	NRP1-CendR mod	STEP block	NadD block	SKN-1 block
29. CSc1nncc(-c2ccc(F)cc2)n1
→ -15	7	-2.2	3	-2	i	-3	-3	-2	22
30. COc1ccc(COC(=O)NNC(=O)c2ccc(OC)cc2)cc1
→ 6	2	-0.3	2	2	i	1	0	-6	5

# 3 entries from above, as labelled records:
(24) CCc1ccc(N(C(C)=O)c2nc(CCl)cs2)cc1
  SUMO1-SIM PPI: 0; DNMT1 inh: 2; LMPTP block: -0.6; MT1-MMP act inh: 2; Scp-1 inhibitor: 1; Rpn11 inh: i; NRP1-CendR mod: -10; STEP block: -3; NadD block: -7; SKN-1 block: 1

(25) CCOC(=O)CCc1c(C)c(C#N)c2[nH]c3ccccc3n2c1=O
  SUMO1-SIM PPI: 3; DNMT1 inh: -3; LMPTP block: 0.0; MT1-MMP act inh: 4; Scp-1 inhibitor: -5; Rpn11 inh: i; NRP1-CendR mod: 2; STEP block: 2; NadD block: -4; SKN-1 block: -1

(26) COc1ccc(C2=NS(=O)(=O)N(C)C(C(=O)Nc3cc(OC)c(OC)c(OC)c3)=C2)cc1
  SUMO1-SIM PPI: -22; DNMT1 inh: -6; LMPTP block: 0.6; MT1-MMP act inh: 3; Scp-1 inhibitor: -8; Rpn11 inh: i; NRP1-CendR mod: -10; STEP block: 0; NadD block: -5; SKN-1 block: 23

# Later entries
No. | smiles | SUMO1-SIM PPI | DNMT1 inh | LMPTP block | MT1-MMP act inh | Scp-1 inhibitor | Rpn11 inh | NRP1-CendR mod | STEP block | NadD block | SKN-1 block
31 | COC(=O)c1c(NC(=O)CN2CCC3(O)CCCCC3C2c2ccccc2OC)sc(C)c1C (configuration not stated) | -1 | -1 | -0.2 | 1 | 4 | i | -7 | 1 | -2 | 14
32 | CCCCOc1ccc(-c2nnn(C(C)(C)C(=O)OC)n2)cc1 | 1 | -2 | 1.6 | -1 | -8 | i | -2 | 4 | -6 | 7
33 | S=c1nc(COc2ccccc2)[nH]c2ccccc12 | -12 | -9 | 1.6 | -12 | -4 | i | -4 | 3 | 1 | 10
34 | CCCNC(=O)C1(C)CCCN(C(=O)c2sccc2C)C1 (configuration not stated) | -2 | 1 | -0.9 | 5 | . | i | 7 | -2 | 1 | 15
35 | Cc1[nH]nc2c1C(c1ccccc1F)NC2=O (configuration not stated) | 4 | 1 | -0.4 | 1 | -13 | i | 12 | -4 | -2 | -1
36 | COc1ccccc1N=C(C)C1=C(O)CC(c2ccccc2)CC1=O (configuration not stated) | -2 | -4 | 0.1 | 1 | -7 | i | 3 | 4 | -1 | 6
37 | COCc1nnc(NC(=O)c2ccc(S(=O)(=O)N(C)C3CCCCC3)cc2)o1 | 1 | 3 | -0.1 | -1 | -6 | i | -4 | -2 | 16 | 11
38 | O=C(CNC(=O)c1ccncc1)N/N=C/c1cc(Br)ccc1OCc1ccccc1 | -13 | -5 | 1.5 | 0 | -9 | i | -6 | 3 | -4 | -14
39 | Cc1cccc(NC(=O)CSCC(=O)N(CCC(C)C)c2c(N)n(Cc3ccccc3)c(=O)[nH]c2=O)c1 | 3 | 0 | -0.8 | -4 | -7 | i | -3 | -1 | 8 | 4
40 | Cc1ccc2c(c1)N(CC(=O)NCCCc1ccccc1)C(=O)c1cccnc1O2 | -4 | -1 | -0.7 | -2 | -16 | i | 7 | -1 | 1 | -4
41 | COC(=O)C1CN(C(=O)COc2cc(C)cc(C)c2)c2ccccc2O1 (configuration not stated) | 1 | -2 | -0.5 | -4 | -7 | i | 14 | 2 | -4 | 19
42 | CCC/S(CC1CC1(Cl)Cl)=N\S(=O)(=O)c1ccc(C)cc1 (configuration not stated) | -3 | -1 | -0.7 | 2 | -3 | i | -6 | -2 | -10 | -8
43 | CN1CCN(c2ccc(CNC(=O)C3Cc4c(-c5ccc(Cl)cc5)ccnc4O3)cc2)CC1 (configuration not stated) | 5 | 1 | -2.2 | -4 | . | i | -1 | 3 | -5 | 6
44 | CCCn1c(C(C)Nc2nc(-c3ccc(Cl)c([N+](=O)[O-])c3)cs2)nc2cc(Cl)c(N3CCCCC3)cc21 (configuration not stated) | 5 | -15 | 2.1 | 7 | 6 | i | -1 | 1 | 33* | -6
45 | CCCn1c(-c2cc(OC)c(OC)c(OC)c2)nc2nc3ccccc3nc21 | -19 | -3 | 0.3 | 11 | 0 | i | -2 | 4 | 4 | -3
46 | C=CCNC(=O)C1CC(=O)N(c2ccc(C)cc2)C1 (configuration not stated) | 7 | 0 | -1.2 | -1 | -1 | i | 3 | -2 | -2 | 0
47 | Cc1ccc(S(=O)(=O)N2CCN(C(=O)COC(=O)/C=C/c3cccc(Cl)c3)CC2)c(C)c1 | 10 | -4 | 4.5 | 4 | -8 | i | 8 | 1 | -1 | 3
48 | Cc1cc(C)c(S(=O)(=O)Nc2ccccc2)c(C)c1 | 0 | 0 | 2.0 | 2 | -10 | i | 4 | 0 | -2 | 17
49 | CCCCNC(=O)NS(=O)(=O)c1ccc(NC(=O)C(NC(N)=O)C(C)CC)cc1 (configuration not stated) | 0 | 1 | -0.5 | 1 | -4 | i | 3 | -3 | 2 | -4
50 | COc1ccccc1NC(=O)COc1ccc(Br)cc1CNCCCN1CCOCC1 | 3 | 6 | 1.4 | 5 | -1 | i | -6 | 0 | -3 | 4
51 | CCOC(=O)c1sc(=NC(=O)c2ccc(F)cc2)n(C)c1C | -2 | 3 | -0.6 | 0 | -1 | i | 15 | -1 | 4 | 4
52 | Cc1cc([N+](=O)[O-])c2[nH]c(C(=O)N/N=C/c3ccccc3C(=O)O)c(-c3ccccc3)c2c1 | 5 | 1 | 0.4 | -1 | 2 | i | -10 | 73* | 34* | -8

# High-throughput results deposited in PubChem by Sanford-Burnham Center for Chemical Genomics.

# Outcome played no part in choosing rows; any-hit rate near 3.9%.
